TCR act = T cell receptor activation; Potency, µM (top dose mostly 9.22 µM), for the others: top-dose activation of IL-2 secretion, actives largely listed as activators; 330,000 tested, under 10 active; primary human leukocytes, anti-CD3, IL-2 HTRF, 48 h; AID 504894; note: % of control where 0% means no effect
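Activity was scored as IL-2 release from primary human leukocytes given only a TCR signal (a-CD3 beads) plus compound for 48 hr. Detection used a two-antibody HTRF format read at 665nm.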
TSHR antag = antagonists of human thyroid stimulating hormone receptor; 0.2% of 330,000 active; activity change, negative = inhibition, % at 11.5 µM; TSHR-expressing cells, TSH-stimulated cAMP HTRF, 2 h; hits give low values;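 active = activity change below a set negative limit, meaning inhibition stronger than a set level, cut at about -70% in these data; inconclusive = activity change between two set negative limits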; note: % is set by controls: 0 for no effect and ±100 for the full control effect
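TSHR-expressing cells, 200/well, pre-treated with compound, then stimulated with EC80 TSH (4nM final) for 2 hours at 37 deg C. cAMP measured by competitive HTRF: anti-cAMP cryptate antibody in lysis buffer plus cAMP-d2, read after 30 minutes at room temperature.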
Mito fusion yeast = mitochondrial division inhibition or fusion activation; S. cerevisiae fusion-defective mutant growth rescue, CellTiterGlo 48 h; 0.23% of 320,000 active; Potency, µM (titrated, usually from 46.1 µM), inactives show top-dose growth rescue (activation), usual class: activators;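 note: potency is the fitted concentration of half-maximal effect; % of control where 0% means no effect; nearly all actives have a fitted effect of over 45% in size; temperature-sensitive fusion mutants such as fzo1-1 at 37 °C on non-fermentable ethanol glycerol medium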
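Compounds are tested for their ability to restore growth of mitochondrial fusion-defective yeast strains at non-permissive 37C in YPEG medium over 48 hours. Viability is quantified by luciferase luminescence.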
KCNH2 3.1 block = blocks the human KCNH2 3.1 channel isoform; U2OS KCNH2 3.1, thallium flux FluxOr; hits give low values; activity change, % (tested at about 1.8 µM); 0.95% of 340,000 active;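 active = maximum activity change below -70%; inconclusive = maximum activity change from -70% to -50%; inactive = maximum activity change above -50%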;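 note: thallium influx rate constant from kinetic fluorescence after stimulation buffer; % is set by controls: 0 for no effect and ±100 for the full control effect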
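FluxOr-based Tl+ influx in U2OS cells transduced with KCNH2 3.1 virus; rate constants normalized to DMSO controls.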
Eya2 phos inh = inhibitors of human Eya2 phosphatase activity; 0.006% of 330,000 active; Potency, µM (top dose mostly 76.9 µM), for inactives: at the highest dose activity, negative = inhibition, most hits filed as inhibitors; recombinant Eya2, OMFP fluorescence dephosphorylation (OMFP is methylfluorescein phosphate); note: potency is the fitted concentration of half-maximal effect; % is set by controls: 0 for no effect and ±100 for the full control effect
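Eya2 (0.2 uM) preincubated 10 min at ambient with compound, then OMFP substrate added at 50 uM; 10 min reaction in 50 mM HEPES pH 7.5, 50 mM NaCl, 5 uM MgCl2, 0.05% BSA, 1 mM DTT. Fluorescence read at Ex 485/Em 525 nm.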
KCNH2 WT inh = inhibitors of human wildtype KCNH2 potassium channel; 0.37% of 340,000 active; AID 720551; U2OS, BacMam KCNH2, thallium flux FluxOr; hits give low values; Q12809; activity change, % at 1.84 µM;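 active = maximum activity change below -70%; inconclusive = maximum activity change between -70% and -50%; inactive = maximum activity change above -50%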; note: % is set by controls: 0 for no effect and ±100 for the full control effect
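U2OS cells were transduced with wild-type KCNH2 virus (2.03 x 10^8 / mL) for 4 h at room temperature, then cultured overnight at 37 C. Thallium flux was read with FluxOr dye. Rate constants were normalized to DMSO controls.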
* hit, by the source's call; ? = inconclusive; . = not tested or not shown; [ ] = dose if it differs, or a comment. Unless noted, calls come from the whole dose curve; as a rule, active = well fitted curve in the direction sought with a large enough effect; inconclusive = small, poorly fitted or top-dose-only effect, or another doubt; inactive = no such curve, though single readings can be large; an effect the other way counts as inactive or inconclusive. Some of the compounds tested. The share of hits here may be higher or lower than overall.

SMILES	TCR act	TSHR antag	Mito fusion yeast	KCNH2 3.1 block	Eya2 phos inh	KCNH2 WT inh
N#Cc1cccc(NC(=O)c2sc3nc4c(cc3c2N)N2CCC4CC2)c1	.	.	-6%	.	.	.
O=C1CC(c2ccccc2Br)c2c(c3ccccc3oc2=O)O1 (stereo not drawn)	.	.	1%	.	.	.
COC(=O)C1=C(c2cc3ccccc3s2)C[C@@H]2CC[C@H]1N2C(=O)N1CCCCC1	-1%	.	.	.	.	.
CC(=O)N(C)CC#CCN1CCC(O)CC1	3%	.	.	.	.	.
Oc1ccc(C2=CCNCC2)cc1O	3%	.	.	.	.	.
COC(=O)C1=C(c2ccccc2)C[C@@H]2CC[C@H]1N2C(=O)NCCS(C)=O (stereo partly drawn)	-6%	.	.	.	.	.
Cc1ccccc1C(=O)N1CC1C (stereo not drawn)	-3%	.	.	.	.	-4
C=C(C)C1(CCCC)C(=O)NC(=S)NC1=O	2%	.	.	.	.	-12
Nc1ccc(Sc2ccc(N)cc2)cc1	-2%	.	.	.	.	-18
CCC1(Cc2ccccc2)C(=O)NC(=S)N(C)C1=O (stereo not drawn)	4%	.	.	.	.	-19
CC1=C(C)CC2(CC1)C(=O)NC(=O)NC2=O	0%	.	.	.	.	-33
CN1C(=O)C(C2CCCCC2)C(=O)N(C)C1=O	-5%	.	.	.	.	16
COc1cc(/C=C2\C[C@H]3[C@@H]4CC=C5C[C@@H](N6CCCC6)CC[C@]5(C)[C@H]4CC[C@]3(C)[C@H]2O)cc(OC)c1OC	-1%	.	.	.	.	-6
CC12C(C(=O)O)C1(c1ccccc1)C2C(=O)O (stereo not drawn)	-1%	.	.	.	.	1
O=C1c2ccccc2-c2cc3ccccc3cc21	-9%	.	.	.	.	13
C=CCOC(=O)N1Cc2ccccc2-n2nncc2C1	.	.	.	9	.	0
Cc1ccccc1NC(=O)N1Cc2ccccc2-n2nncc2C1	.	.	.	10	.	-5
CN1C2CNC(=O)CC1C1CCC2C1 (stereo not drawn)	.	.	.	2	.	3
O=C1CC(N2CC2)C(=O)N1c1ccccc1 (stereo not drawn)	.	.	.	0	.	2
O=c1c2ccccc2nc(CBr)n1-c1ccc(Cl)cc1	.	.	.	-3	.	-3
CS(=O)(=O)c1ccc(C2=C(CNC(=O)c3ccncc3)[C@H]3CC[C@@H](C2)N3Cc2ccccc2)cc1	.	.	.	-91*	.	?
C[C@H]1CN([C@@H](C)CO)C(=O)CCCn2nncc2CO[C@H]1CN(C)C(=O)Oc1cccc2ccccc12	.	.	.	5	.	-23
C[C@H](CO)N1C[C@H](C)[C@H](CN(C)C(=O)Oc2cccc3ccccc23)OCc2cnnn2CCCC1=O	.	.	.	4	.	2
CC(C)S(=O)(=O)N1Cc2ccccc2-n2nncc2C1	.	.	.	-2	.	-2
COc1cc(CNCCc2c[nH]c3ccccc23)cc(OC)c1OC	.	.	.	-10	.	2
COc1ccc(-n2c(-c3ccccc3F)nc3ccccc3c2=O)cc1	.	.	.	0	.	3
C[C@H]1CN([C@@H](C)CO)C(=O)CCCn2nncc2CO[C@@H]1CN(C)C(=O)Oc1ccccc1	.	.	.	-5	.	-4
O=C1Nc2ccccc2Oc2ccccc21	.	.	.	-9	.	-5
COc1ccc2c(c1)C1(C)CCN(C)CC(C1)C2O (stereo not drawn)	.	.	.	17	.	-3
O=C(NCC1=C(c2cccc3ccccc23)C[C@@H]2CC[C@H]1N2Cc1ccco1)c1ccncc1	.	.	.	-4	.	11
O=C(NCC1=C(c2ccc3ccccc3c2)C[C@@H]2CC[C@H]1N2Cc1ccco1)c1nccs1	.	.	.	-38	.	11
C[C@@H]1CN([C@H](C)CO)C(=O)CCCn2nncc2CO[C@@H]1CN(C)C(=O)Oc1ccccc1	.	.	.	-11	.	1
O=C(NCC1=C(c2cccc3ccccc23)C[C@@H]2CC[C@H]1N2Cc1ccco1)c1cccnc1	.	.	.	1	.	8
COc1cccc(CN2CCN(c3ccc(F)cc3)CC2)c1OC	.	.	.	-17	.	25
CC1CN2C(=O)C1(c1ccccc1)C(=O)NC2=S (stereo not drawn)	.	.	.	1	.	4
Cc1cc(C)c(S(=O)(=O)N2Cc3ccccc3-n3nncc3C2)c(C)c1	.	.	.	1	.	-2
O=C(/C=C/c1ccccc1)N1Cc2ccccc2-n2nncc2C1	.	.	.	1	.	-3
Cc1cccc(OCC(O)CN2CC2)c1 (stereo not drawn)	.	.	.	-2	.	-7
COC(=O)C1=C(c2ccc(OCc3ccccc3)cc2)C[C@@H]2CC[C@H]1N2C(=O)NCc1ccc2[nH]ccc2c1	.	.	.	-3	.	-25
COc1ccc(-n2c(=S)[nH]c3ccc(C)cc3c2=O)cc1	.	.	.	0	.	-13
CC(=O)O[C@H]1CC[C@]2(C)C3CC[C@@]4(C)C(C[C@@H](O)[C@@H]4O)C3[C@@H](OC(C)=O)C[C@H]2C1 (stereo partly drawn)	.	.	.	-1	.	-8
C[C@H](N)Cc1cccc(C(F)(F)F)c1	.	-21	-6%	.	-2%	.
CS(=N)(=O)CC[C@H](N)C(=O)O (stereo partly drawn)	.	-5	7%	.	-3%	.
CC(=O)[C@H]1CC[C@H]2[C@@H]3CC[C@H]4C[C@](C)(O)CC[C@]4(C)[C@H]3CC[C@]12C	.	-5	?	.	-7%	.
COc1ccc2c(c[n+](C)c3c4cc5c(cc4ccc23)OCO5)c1OC	.	2	5.8µM*	.	-2%	.
Cc1ncsc1CCCl	.	-10	-20%	.	-4%	.
C[C@@H]1O[C@H](C[N+](C)(C)C)C[C@H]1O	.	-13	1%	.	4%	.
C[C@H](Cc1ccc2c(c1)OC(C(=O)O)(C(=O)O)O2)NC[C@H](O)c1cccc(Cl)c1	.	-12	4%	.	2%	.
C=C(C)[C@H]1Cc2c(ccc3c2O[C@@H]2COc4cc(OC)c(OC)cc4[C@@H]2C3=O)O1	.	-24	18µM*	.	-2%	.
Cc1cc([C@@H]2CCCN2C)on1	.	3	-30%[inhibitor]	.	2%	.
C[C@@H]1O[C@H](C[N+](C)(C)C)CS1	.	3	2%	.	-7%	.
CN1CC[C@@]2(C)c3cc(OC(=O)Nc4ccccc4)ccc3N(C)[C@@H]12	.	-4	-10%	.	-17%	.
CCCN(CCC)[C@@H]1CCc2ccc(O)cc2C1	.	-9	-33%[inhibitor]	.	1%	.
CC(=O)NBr	.	-7	2%	.	4%	.
c1ccc(C2(c3ccccc3)CC2C2=NCCN2)cc1 (stereo not drawn)	.	-18	-9%	.	2%	.
COC1C(O)C(C)OC(OC2CCC3(C=O)C(CCC4C3CCC3(C)C(C5=CC(=O)OC5)CCC43O)C2)C1O (stereo not drawn)	12%	.	.	-5	.	1
CCOC(=O)[C@]12Cc3cc(C)ccc3[C@H]1N(Cc1ccccc1)C(=O)c1ccccc12	-1%	.	.	-72*	.	-3
C[C@]12CCC3C(CC[C@H]4C[C@@H](O)CC[C@]34C)C1C[C@@H](O)[C@@H]2O (stereo partly drawn)	-14%	.	.	-12	.	1
COC(=O)C1=C(c2cccc(OC)c2OC)C[C@@H]2CC[C@H]1N2C(=O)NCc1ccc(C(F)(F)F)cc1	-2%	.	.	2	.	5
Cc1noc(C)c1CC(=O)N1CCCC(N2CCN(c3ccccc3F)CC2)C1 (stereo not drawn)	-6%	.	.	-12	.	34
Remaining list, next part.
SMILES	TCR act	TSHR antag	Mito fusion yeast	KCNH2 3.1 block	Eya2 phos inh	KCNH2 WT inh
CC1=NNC(=O)C1Br (stereo not drawn)	-7%	.	.	8	.	2
COC(=O)C1=C(c2cc3ccccc3o2)C[C@@H]2CC[C@H]1N2C(=O)N1CCC(C)CC1	-5%	.	.	-10	.	7
OC(CN1CCOCC1)c1csc2ccccc12 (stereo not drawn)	-3%	.	.	-2	.	-1
CC12CCC3c4ccc(OC(=O)N(CCCl)CCCl)cc4CCC3C1CCC2O (stereo not drawn)	1%	.	.	-89*	.	34
c1ccc(C(OCCN2CCN(c3ncccn3)CC2)c2ccccc2)cc1	-4%	.	.	10	.	1
COc1c(O)cc2c(c1OC)-c1ccc(OC)c(=O)cc1C(NC(C)=O)CC2 (stereo not drawn)	0%	.	.	6	.	-4
O=C(Nc1ccccc1)c1c(O)[nH]c(=S)[nH]c1=O	2%	.	.	-1	.	0
COC1C(O)C(C)OC(OC2CCC3(C)C(CCC4C3C(O)CC3(C)C(C5=CC(=O)OC5)CCC43O)C2)C1O (stereo not drawn)	-10%	.	.	-1	.	3
N#C/C(=C\c1ccc(O)cc1)C(=O)O	-3%	.	.	1	.	-9
C[n+]1ccc(-c2cc[n+](C)cc2)cc1	-4%	.	.	-1	.	6
CC1CNCCN1c1ccc(Cl)cc1 (stereo not drawn)	-61%	.	.	-8	.	-2
COC(=O)C1=C(c2cc3ccccc3s2)C[C@@H]2CC[C@H]1N2C(=O)NC(C)C	1%	.	.	-10	.	-26
O=C(O)C1CC2(Cl)C(Cl)=C(Cl)C1(Cl)C2(Cl)Cl (stereo not drawn)	5%	.	.	45	.	1
CN1Cc2cnnn2-c2ccccc2C1c1ccccc1 (stereo not drawn)	-3%	.	.	?	.	1
COC(=O)C1=C(c2cc3ccccc3s2)C[C@@H]2CC[C@H]1N2C(=O)NCc1ccco1	2%	.	.	2	.	5
COc1cc2nc(CN3CC=C(c4ccccc4)CC3)[nH]c(=O)c2cc1OC	-1%	.	.	3	.	-13
O=C1N[C@H](Cc2ccccc2)C(=O)N2[C@@H]3[C@H](C[C@@H]12)c1ccccc1N3OOSc1ccccc1	2%	.	.	20	.	-14
Cc1ccc(N=C(/N=C(\N)N[N+](=O)[O-])Nc2ccc(C)cc2)cc1	0%	.	.	-3	.	-15
COc1ccc(NP2(=O)NCCCN2)cc1	-2%	.	.	26	.	4
Cc1nn(C)cc1/C=C1/CC2C3CC=C4CC(O)CCC4(C)C3CCC2(C)C1=O (stereo not drawn)	1%	.	.	10	.	-14
